From PubChem BioAssay
Scp-1 inhibitor – blocks human Scp-1 phosphatase activity | Recombinant Scp1, phosphopeptide, malachite green phosphate absorbance | 340,000 compounds, 0.88% hits | AID 493091 | inhibition, % at 20 µM | Q9GZU7;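 active means inhibition above about 50% at 20 µM, limit read from the data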;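 further: plate controls were DMSO wells with enzyme for no effect and wells lacking enzyme for full effect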
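Times: enzyme reaction 45 min at room temperature, colour 5 min, stabilisation 30 min. Material: SCP-1 catalytic fragment, aa 76-261. Medium: Acidic Tris acetate buffer with magnesium and detergent. Signal: colorimetric free-phosphate detection, absorbance 630 nm. Read-out basis: % inhibition of SCP-1 phosphate liberation. Reagent: Phosphorylated 17-residue peptide substrate.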
bovine MsrA act – activates bovine MsrA enzyme; activation, % at 10.6 µM; 360,000 compounds, 0.3% hits; purified bovine MsrA, absorbance read-out; in the data active means activation above about 7.5%;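 further: 0% = vehicle and 100% = reference activator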
STEP inh – STEP (human) phosphatase inhibition | P54829 | recombinant STEP, OMFP fluorogenic substrate, fluorescence | inhibition, % at 20 µM | 360,000 compounds, 0.25% hits;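 active means inhibition at 20 µM, scaled per plate between control wells, above about 37%, limit read from the data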;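 further: 0% = DMSO with enzyme and substrate and 100% = substrate only without enzyme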
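material = STEP tyrosine phosphatase | reagent = fluorogenic phosphatase substrate OMFP at 25 µM final | doses = single compound dose of 20 µM, 1% DMSO final | schedule = 20 min reaction, room temperature, in the dark | measured by = fluorescence, 480/540 nm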
LMPTP inh – blocks human LMPTP phosphatase. recombinant LMPTP-A, OMFP fluorogenic substrate, fluorescence intensity. inhibition, % at 20 µM. 360,000 compounds, 0.22% hits;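 active means compounds that cut the enzyme signal by at least half of the control window in the single-dose screen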;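 further: plate controls were DMSO wells with enzyme plus substrate for no effect and substrate without enzyme for full effect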
Target sequence (P24666 whole entry, looked up): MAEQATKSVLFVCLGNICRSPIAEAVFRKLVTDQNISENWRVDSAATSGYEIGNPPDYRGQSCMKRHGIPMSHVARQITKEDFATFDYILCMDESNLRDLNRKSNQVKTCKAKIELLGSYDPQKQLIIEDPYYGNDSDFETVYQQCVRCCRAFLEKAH
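Material: LMPTP-A; amount: 0.625 nM enzyme; doses: single 20 µM dose; times: reaction 50 min, room temperature, dark; technique: fluorescence intensity of OMFP turnover product; benchmarks: no-enzyme and uninhibited controls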
eLon inh – inhibitors of E. coli Lon protease; purified E. coli Lon protease, fluorescence polarization; inhibition, % at 7.94 µM; 360,000 compounds, 0.42% hits; AID 602123; in the data active means inhibition above about 13%, passing the limit was not always enough;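 further: 0% = enzyme with probe and DMSO and 100% = no enzyme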
Target sequence (P0A9M0 whole entry, looked up): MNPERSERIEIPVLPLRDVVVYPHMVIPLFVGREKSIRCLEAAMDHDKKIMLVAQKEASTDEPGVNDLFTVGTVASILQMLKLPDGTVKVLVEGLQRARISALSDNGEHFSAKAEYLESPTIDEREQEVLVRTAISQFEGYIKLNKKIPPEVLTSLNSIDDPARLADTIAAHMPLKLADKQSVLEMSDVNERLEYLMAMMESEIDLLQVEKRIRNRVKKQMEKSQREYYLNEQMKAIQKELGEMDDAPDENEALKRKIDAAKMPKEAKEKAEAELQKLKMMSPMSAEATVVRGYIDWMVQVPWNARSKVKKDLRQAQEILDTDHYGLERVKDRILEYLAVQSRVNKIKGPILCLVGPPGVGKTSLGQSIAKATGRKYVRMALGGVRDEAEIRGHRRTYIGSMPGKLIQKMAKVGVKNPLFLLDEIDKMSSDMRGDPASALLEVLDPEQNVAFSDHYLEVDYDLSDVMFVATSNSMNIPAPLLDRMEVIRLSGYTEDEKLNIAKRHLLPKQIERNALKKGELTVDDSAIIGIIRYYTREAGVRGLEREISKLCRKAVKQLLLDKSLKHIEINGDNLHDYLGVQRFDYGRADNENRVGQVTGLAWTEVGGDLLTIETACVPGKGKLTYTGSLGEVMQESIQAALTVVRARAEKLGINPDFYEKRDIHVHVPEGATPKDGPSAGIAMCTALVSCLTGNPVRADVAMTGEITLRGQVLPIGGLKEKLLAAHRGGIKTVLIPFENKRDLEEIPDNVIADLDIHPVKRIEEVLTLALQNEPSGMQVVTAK
DNMT1 inh – DNMT1 (human) enzyme inhibition. DNMT1 molecular beacon, Hinp1I cleavage, fluorescence. inhibition (reported as % activation of signal), % at 10 µM. 360,000 compounds, 0.83% hits. P26358; in the data active means inhibition above about 50%
MsrA inh – inhibits bovine methionine sulfoxide reductase A | 360,000 compounds, 0.75% hits | purified bovine MsrA, absorbance read-out | inhibition, % at 15.5 µM; in the data active means inhibition above about 4.5%;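 further: 0% = vehicle wells with enzyme and 100% = reference inhibitor wells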
NRP1-CendR mod – NRP-1/CendR interaction modulation | O14786 | 360,000 compounds, 0.85% hits | FAM-RPARPAR peptide binding to NRP-1, fluorescence polarization | inhibition, % at 25 µM | AID 602438;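 active means inhibition or corrected inhibition above about 18%, plus a signal ratio from 0.5 to 1.5, limit read from the data, passing the limit was not always enough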; further: strong numbers were not always called active
Tb MetRS inh – blocks T. brucei methionyl-tRNA synthetase activity | purified T. brucei MetRS, ATP depletion, Kinase-Glo luminescence | inhibition, % at 11.9 µM | 360,000 compounds, 0.4% hits | AID 624268;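 active means inhibition above a per-plate cutoff of the control wells' mean inhibition plus 3 SD, cut at about 5.5% in these data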;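 further: 0% = DMSO wells median and 100% = median of wells with control inhibitor compound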
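Dosing: 11.9 µM single point; system: parasite MetRS enzyme; technique: luminescence of leftover ATP; times: 15 min enzyme-compound preincubation, 2 h reaction, 10 min detection, 25 °C; replicates: each compound tested once; read-out basis: percent inhibition relative to median high and low control wells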
SUMO1 PPI mod – SUMO1-SIM interaction modulation; P63165; SUMO1 binding to a labelled peptide, TR-FRET, 1 h; inhibition, % at 20 µM; 360,000 compounds, 0.33% hits; AID 602429; in the data active means inhibition above about 37%
An asterisk follows results filed as active. The list is partial (hit frequency here may not be typical).

The line under a structure holds: Scp-1 inhibitor	bovine MsrA act	STEP inh	LMPTP inh	eLon inh	DNMT1 inh	MsrA inh	NRP1-CendR mod	Tb MetRS inh	SUMO1 PPI mod
C[N+]1(C)CCOC(O)(c2ccc(-c3ccc(C4(O)C[N+](C)(C)CCO4)cc3)cc2)C1 (centres undefined)
 : -1	1	-2	-1.9	-3	10	-0.7	-1	-0.5	4
Cc1ccc(C2(O)CCN3CCCCC32)cc1 (centres undefined)
 : -1	-15	-3	-1.1	-6	3	0.1	29*	-1.8	-1
Cc1cc(Cl)ccc1OC(C)C(=O)O (centres undefined)
 : -6	-7	1	1.4	-15	7	-1.5	-15	-1.4	-2
CN[C@@H](C)[C@@H](O)c1ccccc1
 : -4	0	-1	0.1	-10	2	0.9	-12	-0.8	0
COc1ccc(C(=O)N2Cc3cnnn3-c3ccccc3C2C#N)cc1 (centres undefined)
 : 0	1	-3	-2.2	2	0	-0.7	6	0.2	0
CN1C(=O)N(C)C(=O)C2(Sc3ccccc3C2=O)C1=O
 : 4	-2	1	1.8	-1	-4	59*	-10	-0.4	4
Clc1ccc2c(N3CCNCC3)ccnc2c1
 : -3	-3	3	8.1	6	-1	1.0	4	0.3	-1
O=C1NC(=O)C(Nc2ccccc2)C(=O)N1
 : -2	-9	-2	5.1	6	10	-0.4	7	-0.3	5
CCC1C(C#N)=C(N)Oc2c1c(=O)oc1ccccc21 (centres undefined)
 : -7	-5	-1	-2.4	-3	0	0.7	4	0.5	-2
COc1ccc(CCC(=O)NCCc2cnc[nH]2)cc1
 : -13	1	0	-1.0	-9	0	1.1	-16	0.2	1
O=C1NC(=S)N(C2CC2)C(=O)/C1=C/c1ccc2c(c1)CCN2CCCCl
 : 4	-1	1	7.4	-25	87*	3.0	-54	-0.5	17
COC(=O)C1=C(c2c(C)noc2C)C[C@@H]2CC[C@H]1N2C(=O)NC1CC1
 : -9	-1	3	-0.5	-5	0	0.3	-8	-0.1	3
Cc1ccnc(-n2c(C)cc(/C=C3\C(=O)NC(=S)N(C)C3=O)c2C)c1
 : -4	-4	-3	-1.2	-22	5	2.6	-17	0.2	23
CC(Cc1ccccc1)[n+]1cc(/N=C(\[O-])N(C)C)on1 (centres undefined)
 : 3	-4	-6	-0.7	-1	2	3.3	-7	0.1	4
CCn1c(=O)cc(OCC(=O)N2CCC3(CC2)OCCO3)c2ccccc21
 : 16	2	-1	-1.6	0	5	0.8	4	-0.1	-2
CCC1CN1P(=O)(c1ccccc1)N1CC1CC (centres undefined)
 : -12	-5	-5	-4.9	-6	3	0.0	19	-0.3	-48
Cc1cc(C=C2C(=O)N(C)C(=S)N(C)C2=O)c(C)n1C1CCCCC1
 : -3	-3	-3	2.0	-23	26	0.8	-93	0.3	19
CN1C(=O)C(=Cc2ccc(Sc3ccccc3)o2)C(=O)N(C)C1=O
 : -1	0	-1	0.2	-9	0	-1.7	-26	-0.3	5
O=C(Nc1ccccc1)Oc1ccccc1
 : 2	-8	0	-2.1	-18	6	0.6	-8	-1.0	0
CN(C)CC1CCCCC1OC(=O)c1ccc(Cl)c(Cl)c1 (centres undefined)
 : -1	-3	0	-1.5	-4	6	1.2	6	-0.2	36
Cc1oc(-c2ccc(F)cc2F)nc1CN1C[C@@H]2C[C@@H](C1)c1cccc(=O)n1C2
 : 5	-10	-2	-0.9	3	0	-0.7	18	-1.3	2
NNCc1cccc(O)c1
 : -6	-3	-2	-0.3	-14	-1	-0.7	-20	-0.6	-9
CCCCCCn1c(=O)c(C(=O)Nc2c(C)n(C)n(-c3ccccc3)c2=O)c(O)c2ccccc21
 : -12	-2	2	9.6	-2	4	0.8	3	0.0	13
CCCCn1c(=O)c(C(=O)Nc2ccccn2)c(O)c2ccccc21
 : -5	-1	3	5.6	-11	-5	-0.2	4	0.4	4
COc1ccccc1-n1c(O)c(/C=C2\C=Nc3ccccc32)c(=O)[nH]c1=O
 : 18	-3	-3	0.3	-69	-9	-0.6	-32	-0.5	-7
COC(=O)C[C@]1(C(=O)OC)CN(C#N)N(c2ccc(Cl)cc2)C12c1ccccc1-c1ccccc12
 : -9	-11	2	3.1	-2	1	1.1	-12	-0.9	2
Cc1nc2ccccc2c(=O)n1-n1cnnc1
 : 2	-2	0	-2.1	-7	1	-0.4	6	-0.8	-2
CCn1ccnc1CN1CCCC(C(=O)c2ccc(OC)cc2OC)C1 (centres undefined)
 : -5	-3	0	0.1	3	-2	2.0	-4	-0.4	-7
CCOC(=O)[C@]12Cc3ccccc3[C@H]1N(Cc1ccccc1)C(=O)c1ccccc12
 : -11	-2	-1	3.3	16	3	0.1	5	0.1	7
CCOC(=O)C1(CCCc2ccccc2)CCN(C2CCC2)CC1
 : 1	-4	-2	-0.1	-3	2	0.6	-1	-0.7	0
COc1ccc(O)c2c(=O)c3c(OC)cc4c(c3oc12)C1C=COC1O4 (centres undefined)
 : -4	-1	2	3.5	1	-5	0.5	5	0.5	15
C[C@]12CCC(=O)C=C1CCC1C2CC[C@@]2(C)C1CC[C@@H]2O (some centres undefined)
 : -7	-2	-2	-1.0	3	0	1.2	1	-0.1	7
COC1=C[C@@H]2C3=C([C@@H]2C1=O)[C@@H](NC(C)=O)CCc1cc(OC)c(OC)c(OC)c13
 : -12	0	0	-0.6	-8	28	3.0	2	0.3	-4
COC(=O)C1=C(c2ccc(C(C)=O)cc2)C[C@@H]2CC[C@H]1N2C(=O)NC(C)C
 : -3	0	-2	-0.1	-2	0	1.8	15	-0.2	2
Cc1cccc(-n2c(/C=C/c3ccccn3)nc3ccccc3c2=O)c1
 : -5	-2	-2	0.3	-13	0	1.4	12	-0.4	-2
CN1CCCN(C(=O)COc2ccc(Br)cc2)CC1
 : -8	0	3	-1.7	-4	0	-0.3	13	-0.6	-3
COc1cc(C(=O)NC(=S)N2C[C@H]3C[C@H](C2)c2cccc(=O)n2C3)cc(OC)c1OC
 : 1	-7	0	-2.0	-1	2	1.0	-1	-1.9	3
CC(CC(C#N)(c1ccccc1)c1ccccc1)N1CCCCC1 (centres undefined)
 : -7	-7	-4	0.4	11	5	0.0	-1	-0.5	4
Cc1ccc(C)c(NC(=S)NCCc2cnc[nH]2)c1
 : 0	-6	5	-4.9	2	5	0.6	-3	-1.0	2
CCCCOP(=O)(OCCCC)/C(C#N)=C(/C)O
 : 1	-10	6	-1.4	2	5	0.6	-3	-1.3	3
CC(=O)NC1CC2CCCC(C1)N2 (centres undefined)
 : 0	-6	1	-0.1	-1	3	0.0	-9	-0.9	3
CC1(C)CN(S(=O)(=O)OCC(Cl)(Cl)Cl)C(=O)N1
 : 20	-12	1	-0.5	4	4	1.0	-36	-0.3	-1
CCCC[N+]12CCC(CC1)C(C(=O)c1cccs1)C2 (centres undefined)
 : 98*	-5	-2	-0.1	7	-3	-0.6	-8	-0.6	-7
C[C@H](NC(=O)CCC(=O)N1C[C@H]2C[C@H](C1)c1cccc(=O)n1C2)c1ccccc1
 : 1	-8	1	0.6	2	-1	1.0	-13	-2.8	5
Cc1ccccc1[N+](=O)[O-]
 : -6	-3	0	-0.3	4	2	-0.1	12	-0.8	19

Fetched by compound from above (2):
The line under a structure holds: Scp-1 inhibitor	bovine MsrA act	STEP inh	LMPTP inh	eLon inh	DNMT1 inh	MsrA inh	NRP1-CendR mod	Tb MetRS inh	SUMO1 PPI mod
C[C@]12CCC(=O)C=C1CCC1C2CC[C@@]2(C)C1CC[C@@H]2O (some centres undefined)
 : -7	-2	-2	-1.0	3	0	1.2	1	-0.1	7
Cc1cccc(-n2c(/C=C/c3ccccn3)nc3ccccc3c2=O)c1
 : -5	-2	-2	0.3	-13	0	1.4	12	-0.4	-2

Next section:
The line under a structure holds: Scp-1 inhibitor	bovine MsrA act	STEP inh	LMPTP inh	eLon inh	DNMT1 inh	MsrA inh	NRP1-CendR mod	Tb MetRS inh	SUMO1 PPI mod
O=C1NC(=O)C(CCc2ccccn2)(Cc2ccc3c(c2)OCO3)C(=O)N1CCc1ccccc1 (centres undefined)
 : -3	-2	2	-0.1	-13	-1	1.6	-9	-0.1	3
CN1CC(C(=O)c2ccc([N+](=O)[O-])cc2)C(c2ccc(Cl)cc2)C1 (centres undefined)
 : -12	2	0	1.2	6	3	0.8	-2	0.0	-45
Cc1ccc(C)c(Cn2c(C(=O)O)c(C=O)c3ccccc32)c1
 : -3	-5	-10	-0.2	-239	4	0.2	1	-0.6	5
CCC1(c2ccccc2)C(=O)NC(=O)NC1=O
 : 2	-3	-2	-1.3	-10	0	-1.6	-2	-2.6	-1
CCN(CC)C(=O)c1ccc(NC(=O)c2cc(-n3cnnc3)ccc2Cl)cc1
 : -6	-1	1	-0.6	-1	3	-0.1	0	-0.4	1
O=C(O)CSC(=S)N1CC2CC(C1)c1cccc(=O)n1C2 (centres undefined)
 : 6	-13	-5	-0.9	9	15	-0.4	-2	-1.2	3
COc1ccc(C(=O)OC2C[C@H]3CC[C@@H](C2)N3O)cc1OC (some centres undefined)
 : -6	-6	-2	-1.7	4	3	0.7	3	-1.0	6
c1ccc2c(c1)CSc1ccccc1C2C1=NCCN1 (centres undefined)
 : -8	4	3	0.3	4	0	1.6	5	-0.7	0
N[C@@H](Cc1ccc(N(CCCl)CCCl)cc1)C(=O)O
 : -1	0	1	17	-2	-8	1.3	-18	-0.8	-4
CN(C)CCCN=Cc1c(O)n(CCc2ccccc2)c(=O)[nH]c1=O
 : -9	-1	1	-8.9	-56	0	0.5	-95	-0.1	1
